# Screening data: PubChem BioAssay, Sanford-Burnham Center for Chemical Genomics
# TAG inh: inhibitors of triacylglycerol accumulation, primary screen, cell-based, uHTS, fluorescence, H9c2. H9c2 cells, Nile Red lipid (TAG) fluorescence; cells loaded with 200 µM oleic acid. inhibition, % at 12.5 µM. 0.66% of 230,000 active. AID 651582, 2012;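 active = pattern-corrected inhibition of lipid staining of at least 50% with the nuclear-stain viability signal not falling by more than 50%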;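 note: 0% = DMSO wells and 100% = triacsin C control wells; some results filed as inactive read as strong as hits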
# TAG inh DAPI viability: second read-out of TAG inh, no call of its own (marks repeat the call); DAPI nuclei signal change (viability), lower = more cytotoxic, %;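 whole-well DAPI fluorescence read on a plate reader as a viability signal; minus 50 percent equals half of cells still viable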
# Starred values were filed as active, the others as inactive. The list is partial, so the mix of outcomes need not match the whole.
# The opening two entries, to show the layout:
SMILES,TAG inh,TAG inh DAPI viability
O=C(COC(=O)C12CC3CC(CC(Br)(C3)C1)C2)NNC(=O)c1ccccc1,10,-5
C/C(=N\NC(=O)CN(c1ccccc1Br)S(C)(=O)=O)c1cccs1,-2,-3

# The listing, previewed entries included:
SMILES,TAG inh,TAG inh DAPI viability
O=C(COC(=O)C12CC3CC(CC(Br)(C3)C1)C2)NNC(=O)c1ccccc1,10,-5
C/C(=N\NC(=O)CN(c1ccccc1Br)S(C)(=O)=O)c1cccs1,-2,-3
COc1cc(NC(=O)Nc2ccccc2)c(OC)cc1NC(=O)CN1CCCCC1,16,-11
C=C1CCN(c2ccc(C(=O)NCc3ccc(C)cc3)cc2[N+](=O)[O-])CC1,-50,-3
O=C(C1=C[C@H](c2ccccc2)C[C@H](OCc2ccc(CO)cc2)O1)N1CCN(Cc2ccccc2)CC1,-8,8
Cc1cc(=O)[nH]c(-c2cccnc2)n1,9,-3
Cc1cc(C)n(CC(=O)N2CCCC(N3CCN(c4ccccc4C)CC3)C2)n1 (stereo not given),-23,1
CCC1(c2ccccc2)NC(=O)N(CC(=O)Nc2ccc(S(=O)(=O)Nc3ncccn3)cc2)C1=O (stereo not given),3,3
CN(C)S(=O)(=O)c1ccc(C(=O)OCC(=O)Nc2cccnc2Cl)cc1,5,-4
COc1ccc(-n2nc3c(c2NC(=O)Cc2cccc(C)c2)CS(=O)C3)cc1 (stereo not given),17,-2
CCOc1ccc(C(C)=O)cc1CSc1nnc(-c2ccncc2)n1CCOC,0,-1
COc1cc(C=C2C(=O)c3ccccc3C2=O)cc(OC)c1,10,-11
CN(C)c1nnnn1-c1ccc(Cl)cc1,-1,-6
CN(C)c1ccc(CSc2ccccc2)cc1,-12,2
CC(O)[C@H]1CN=C(N)N1CCc1cc(C(F)(F)F)cc(C(F)(F)F)c1 (stereo not given in full),14,3
Cc1ccc(Nc2ccccc2)nn1,15,-14
O=S(=O)(c1cccc(C(F)(F)F)c1)N1CCC(CO)(CCCc2ccccc2)CC1,-11,6
CC(=O)C1=C(NC(=O)c2ccccc2F)C[C@@H]2[C@H]1C2(C)C,0,2
CCN=C1SC(C(=O)Nc2cccc(C(=O)O)c2)CC(=O)N1CC (stereo not given),2,2
Cc1cc(N2CCCC2)ccc1NC(=O)CN1C(=O)NC2(CCCCC2)C1=O,10,2
COc1ccc(N/N=C(/Oc2ccc([N+](=O)[O-])cc2)C(C)=O)cc1,-2,2
Cc1cc(C)c(C#N)c(N2CCC(C(N)=O)CC2)n1,3,-8
Cc1ccc(NC(=O)C2CCCN2C(=O)OC(C)(C)C)cc1C (stereo not given),8,-1
O=S1(=O)N=C(Nc2ccc(O)cc2)c2ccccc21,-10,0
CCCCn1cnc2sc3c(c2c1=N)CCCC3,3,-3
COC(=O)c1ccc(NC2CC(=O)N(c3ccccc3C)C2=O)cc1 (stereo not given),-13,-2
CC(=O)NC(c1ccccc1)c1nc(-c2cnc3ccccc3c2)cs1 (stereo not given),6,-3
CC1([N+](=O)[O-])COC(C=Cc2ccccc2)OC1 (stereo not given),-11,4
Cc1cccc(NC(=O)CN2CCN(CC(=O)NCC3(N4CCCCC4)CCCCC3)CC2)c1C,12,-2
CCOC(=O)c1ccccc1NC(=O)Cn1cnc2c1c(=O)n(C)c(=O)n2C,1,-3

# Reformatted as tab-separated lines: part of the list above
structure	TAG inh	TAG inh DAPI viability
Cc1cc(C)c(C#N)c(N2CCC(C(N)=O)CC2)n1	3	-8
Cc1ccc(NC(=O)C2CCCN2C(=O)OC(C)(C)C)cc1C (stereo not given)	8	-1
O=S1(=O)N=C(Nc2ccc(O)cc2)c2ccccc21	-10	0
CCCCn1cnc2sc3c(c2c1=N)CCCC3	3	-3
COC(=O)c1ccc(NC2CC(=O)N(c3ccccc3C)C2=O)cc1 (stereo not given)	-13	-2

# More compounds follow:
SMILES,TAG inh,TAG inh DAPI viability
COc1ccccc1CNS(=O)(=O)c1cccc(S(=O)(=O)N2CCOCC2)c1,-2,0
CC(Oc1ccccc1)C(=O)Nc1c2c(nn1-c1ccccc1)CS(=O)(=O)C2 (stereo not given),18,-5
O=C(NC(Cc1ccccc1)C(=O)O)c1ccccc1 (stereo not given),-3,3
CCOC(=O)C(CC)n1nc(C)n2c(cc3occc32)c1=O (stereo not given),-15,-9
CCN(c1ccccc1)S(=O)(=O)c1cccc(C(=O)NCC(c2ccco2)N2CCCC2)c1 (stereo not given),2,-1
CCCCN(C)C(=O)c1cn(C)c2ccc(S(=O)(=O)N(C)C)cc2c1=O,-6,3
CC1CN(C(=O)COC(=O)c2cccc(NS(=O)(=O)c3ccccc3)c2)CC(C)O1 (stereo not given),-2,8
O=C(c1ccc(Cl)c(S(=O)(=O)N2CCOCC2)c1)N(Cc1nnc(-c2ccccc2Cl)o1)C1CC1,-18,-1
CCOCc1c(C(=O)NC2=Nc3ccccc3NC(CC)=C2C(=O)OCC)oc2ccccc12,27,-5
CC(NC(=O)c1ccc(Cl)c(S(=O)(=O)N2CCCCCC2)c1)c1cccnc1 (stereo not given),5,5
Cc1ccc(S(=O)(=O)N(Cc2ccccc2)C(C)C)cc1,-2,-10
O=C(c1ccco1)N1CCN(c2nnc(-c3ccccc3)c3ccccc23)CC1,-17,4
CCN(C(=O)Cc1cccs1)c1nnc(-c2cccnc2)s1,-8,-4
O=C(c1ccc(Cl)c(S(=O)(=O)N2CCOCC2)c1)N1CCN(c2ccccc2F)CC1,11,-11
CN(C)S(=O)(=O)c1ccc(N2CCCC2)c(C(=O)Nc2nccs2)c1,-7,-2
COC(=O)c1ccc(NC(=O)CSCC(=O)OCC(=O)c2ccc(Br)cc2)cc1,-10,-2
O=C(/C=C/c1ccc(F)cc1)NC(=S)NC1CCCCC1,5,0
Cc1ccc(C(=O)CCC(=O)OCC(=O)Nc2ccc3[nH]c(=O)[nH]c3c2)cc1,4,-5
Cc1cc(NC(=O)c2c([N+](=O)[O-])c(C)nn2C)no1,21,-8
COc1cc(NC(=O)N[C@@H](CCSC)C(=O)O)cc(OC)c1,-9,7

# An excerpt from above in order of length of the SMILES, ascending.
SMILES,TAG inh,TAG inh DAPI viability
CC(=O)NC(c1ccccc1)c1nc(-c2cnc3ccccc3c2)cs1 (stereo not given),6,-3
O=C(COC(=O)C12CC3CC(CC(Br)(C3)C1)C2)NNC(=O)c1ccccc1,10,-5
O=S(=O)(c1cccc(C(F)(F)F)c1)N1CCC(CO)(CCCc2ccccc2)CC1,-11,6

# Further results.
SMILES,TAG inh,TAG inh DAPI viability
O=C(CN1C(=O)NC(Cc2c[nH]c3ccccc23)C1=O)Nc1ccc(F)c(F)c1F (stereo not given),-1,0
CN1CCN(C(=S)Nc2cccc(S(=O)(=O)N(C)C)c2)CC1,-6,6
O=C(COC(=O)Cc1ccc(S(=O)(=O)N2CCOCC2)s1)Nc1ccc(OC(F)F)cc1,-13,-4
CCSCc1nnc(SCC(=O)c2ccc(OC)cc2)n1C,6,-6
COc1cccc(NC(=O)NC(C)C2CC3CCC2C3)c1 (stereo not given),-4,-7
Cc1ccccc1NC(=O)Cc1nc(COC(=O)/C=C/c2ccc(F)cc2)cs1,17,-16
O=C(c1ccco1)N1CCN(c2ccnc3cc(Cl)ccc23)CC1,-4,7
CCC(=O)Nc1cc2nn(-c3ccccc3)nc2cc1Cl,5,-7
CCCCC(=O)Nc1ccc(NC(=O)C2CC2)nc1,-20,20
CCCNC(=O)C1CCN(S(=O)(=O)c2cccs2)CC1,11,-4

# Two records drawn at random from the list so far:
SMILES,TAG inh,TAG inh DAPI viability
CCSCc1nnc(SCC(=O)c2ccc(OC)cc2)n1C,6,-6
COc1cccc(NC(=O)NC(C)C2CC3CCC2C3)c1 (stereo not given),-4,-7

# Later entries
SMILES,TAG inh,TAG inh DAPI viability
CCOc1ccc(Oc2ccccc2NC(=O)CSCC(=O)Nc2cc(C)on2)cc1,0,-3
CC(=O)Nc1nc2ccc(-c3nc4ccccc4o3)cc2s1,8,12
CCN(CC(=O)Nc1ccccc1OC)C(=O)CN1C(=O)NC(C)(c2ccc(C)cc2)C1=O (stereo not given),1,-4
CCCN(Cc1cc2cc(OC)ccc2[nH]c1=O)C(=O)c1ccco1,0,6
Cc1ccc(-c2nn(-c3cccc(F)c3)cc2CN2CCN(c3ccccn3)CC2)o1,15,6
O=C(CCC1CCCC1)Nc1cccn(Cc2ccccc2Br)c1=O,11,-13
CCc1ccc2[nH]c(=O)c(CN(CC3CCCO3)C(=S)NCc3ccco3)cc2c1 (stereo not given),-16,4
COc1ccc(CC(=O)OCC(=O)NC2CCCCC2)cc1OC,-2,6
COc1ccc(CCNC(=O)c2cccc(NC3=NC4CS(=O)(=O)CC4S3)c2)c(OC)c1 (stereo not given),8,-3
COCCN(C(=O)COc1ccc(Cl)cc1)c1nnc(-c2cccnc2)s1,8,-2
COc1ccc(/C=C/C(=O)O)cc1S(=O)(=O)N1CCCCC1,-1,1
COc1ccc(-n2c(SCC(=O)NCc3ccco3)nnc2-c2c[nH]c3ccccc23)cc1,-5,0
CC(C)c1ccc(-n2nnnc2SCC(=O)NC2CC2)cc1,0,-4
CCN1C[C@@H]2[C@@H]3C(=O)N(C)C(=O)[C@@H]3[C@](Cc3ccccc3)(C1=O)N2C(=O)c1ccccc1,0,-2
COc1ccc(Cl)cc1NC(=O)C(C)N(C)Cc1cccc(Cl)c1Cl (stereo not given),-37,15
CCOc1ccc(CCNC(=O)c2ccc3ccccc3n2)cc1OCC,43,-4
CCN(CC)c1ccc(NC(=O)c2ccc(=O)[nH]c2)cc1S(=O)(=O)Nc1ccccc1OC,17,-15
CN(C)c1nc(N(C)C)c2cnn(C)c2n1,8,-4
CC(/C=C1\SC(=S)N(CC(=O)O)C1=O)=C\c1ccccc1,9,1
O=C(NC12CC3CC(CC(C3)C1)C2)c1cnccn1,7,-7
COc1ccccc1N1CCN(Cc2ccc(C(=O)O)cc2)CC1,1,3
CCOc1ccc(CN2CCN(S(=O)(=O)c3ccc(NC(C)=O)cc3)CC2)cc1,6,2
Fc1ccc(Sc2nc(-c3ccccc3)nnc2C(F)(F)F)cc1,-27,-3
Cc1noc(-c2ccccc2OC(=O)c2ccccc2)n1,5,-8
O=C(NNC(=O)c1ccccc1)C(=O)N1CCCCC1,-14,5
COC(=O)C[C@H]1c2cc(F)ccc2S(=O)(=O)N1Cc1ccccc1OC,-27,7
O=c1oc(-c2ccc(F)cc2)nc2ccsc12,-5,1
CC(=O)Nc1ccc(NC(=O)c2cccc(S(=O)(=O)N3CCCCCC3)c2)cc1,1,-9
COc1cccc(NC(=O)CN(C)C(=O)c2cccc(S(=O)(=O)N3CCN(c4ccc(F)cc4)CC3)c2)c1,18,1
Cc1ccc(C(=O)CC(=O)COc2ccc(Cl)cc2C)cc1,1,-1
Cc1cc(N/N=C/c2ccco2)c2ccccc2n1,-18,15
Cc1ccc(C2=NNC(C(O)C(O)C(O)CO)S2)cc1 (stereo not given),-4,7
C=CCN1CCC(=O)C(C(=O)OCC)=C1C(=O)OCC,-9,-4
O=C(CCC1CCCN(C(=O)c2ccco2)C1)NCc1ccccc1F (stereo not given),-9,8
Cc1ccc(OCCN2C(=O)S/C(=C\c3ccc(C)o3)C2=O)cc1,1,7
O=C(CSc1nc2sc3c(c2c(=O)n1-c1ccccc1)CCCC3)NCc1ccco1,-4,0
COCC(=O)N(Cc1nc2sc(C)c(C)c2c(=O)[nH]1)C1CCCCC1,-6,3
CC(=NNS(=O)(=O)c1ccc(C)cc1)c1ccncc1,-18,5
O=C(CCn1c(=O)oc2ccccc21)N1CCN(c2ccc(F)cc2)CC1,-2,5
CCCOC(=O)C1C2C=CC(C3CC23)C1C(=O)OCC(=O)c1ccccc1 (stereo not given),-4,-3
O=C(Nc1cccc(F)c1)C1CCCCC1,-13,0
CSCCC(NS(=O)(=O)c1ccc(Cl)cc1)C(=O)OCC(=O)NC1CC1 (stereo not given),-10,10
CC(=O)c1cccc(NC(=S)N2CCN(S(=O)(=O)c3ccc(F)cc3)CC2)c1,4,5
COc1ccc2nc(-c3ccccc3)nc(SC)c2c1,-3,6
Cc1ccc(CN2CC(C(=O)N3CCN(S(=O)(=O)c4ccc(C)cc4C)CC3)CC2=O)cc1 (stereo not given),-9,1
CC(C)N1CC2(CC(c3ccccc3C(F)(F)F)=NO2)CN1C(=O)c1ccc(C(C)(C)C)cc1 (stereo not given),4,4
NC(=O)/C(=C/c1cccnc1)NC(=O)c1ccccc1,6,2
COc1ccc(CCCc2nnc(SCC(=O)Nc3nc(C)cs3)n2C)cc1C,34,6
O=c1cc(N2CCCCC2)c2ccccc2o1,-6,-1
COc1cccc(OC)c1OCCCCn1cnc2ccccc2c1=O,7,2

# (cont.)
SMILES,TAG inh,TAG inh DAPI viability
O=C(Cn1c(=O)oc2ccccc21)Nc1ccccc1Cl,-3,-2
Cc1cc(C(=O)Nc2cccc(NC(=O)c3ccco3)c2)ccc1[N+](=O)[O-],6,9
CCCCc1c(C)nc2ccc(C)cc2c1SCCC(=O)O,-3,-6
O=Cc1ccc(-c2cccs2)s1,-14,7
Cn1c(C(=O)NCc2ccco2)cc2c(=O)[nH]c3ccccc3c21,3,6
COc1ccc(-c2nc(NC(=O)Cn3ccc(C(F)(F)F)n3)sc2C)cc1,39,-2
O=C(CCN1C(=O)c2ccccc2S1(=O)=O)NCc1ccccc1,6,-7
O=c1nc(N/N=C/c2c[nH]c3ccccc23)cn[nH]1,-1,0
CN(CC(=O)Nc1ccccc1Cl)C(=O)COC(=O)C1CC1,-10,0
COc1ccc(NC(=O)COc2ccccc2C)cc1S(=O)(=O)N1CCCCC1,1,1
CCCCn1c(N)c(N(CC(C)C)C(=O)c2ccc(-n3c(C)ccc3C)cc2)c(=O)[nH]c1=O,7,9
COc1ccccc1N1CCN(C(=O)CSc2nnc(NC(=O)c3ccco3)s2)CC1,-10,5
Nc1nc(-c2ccccc2)c(N=Nc2cccnc2)s1,23,-8
